High-throughput results as filed in PubChem BioAssay.
Epigenetic reg = derepresses silenced GFP reporter in murine cells. murine LDR cells, GFP reporter derepression, 30 h. Potency, µM (top dose mostly 53.9 µM), inactives show at the highest dose GFP activation, usual class: activators. actives 0.2% (n = 280,000); also: % of control where 0% means no effect; nearly all actives have a fitted effect of over 60% in size
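GFP-positive cell count by laser-scanning cytometry (objects 20–120 um) after 30 h, 37 C compound exposure of murine LDR cells; reporter is CMV-GFP integrated at a silenced locus, inducible by HDAC or DNMT inhibitors.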
L3MBTL1 inh = L3MBTL1 (human) inhibition; Q9Y468; AlphaScreen L3MBTL1–H3K9me1 peptide binding; Potency, µM (highest dose often 57.1 µM), inactives show at the top dose activity, negative = inhibition, hits mostly inhibitors; actives 0.66% (n = 230,000); AID 485360; also: % is scaled to controls: 0 for no effect and ±100 for the full control effect; nearly all actives have a fitted effect of over 60% in size
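Displacement of a biotinylated histone H3(1-15) peptide monomethylated at Lys9 (75 nM) from L3MBTL1 (50 nM) was measured by AlphaScreen after a 30 min room-temperature compound incubation; cefsulodin titration served as intraplate control.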
* marks the source's active call; other numbers are inactive results; ? = inconclusive. Calls follow the shape of the dose curve; as a rule, active = well fitted curve in the direction sought with a large enough effect; inconclusive = small, poorly fitted or top-dose-only effect, or another doubt; inactive = no such curve, though single readings can be large; an effect the other way counts as inactive or inconclusive. Potency is read from the fitted curve at half-maximal effect. The list is partial; the hit share may differ from the screen's.

| item | Structure | Epigenetic reg | L3MBTL1 inh |
| --- | --- | --- | --- |
| 1 | O=C(COc1ccc(F)cc1)Nc1nnc(S(=O)(=O)N2CCCC2)s1 | ? | -1% |
| 2 | Cc1ccccc1C(=O)Nc1nnc(S(=O)(=O)N2CCCCCC2)s1 | 1.4% | 4% |
| 3 | Cc1cc(OCC(=O)Nc2ncn[nH]2)ccc1Cl | -2.9% | -22% |
| 4 | COc1ccc(C)cc1NC(=O)c1cc(S(=O)(=O)N2CCOCC2)cn1C | 2.8% | -5% |
| 5 | Cc1ccc(C)c(N2CCN(C(=O)c3cc(S(=O)(=O)N4CCCC4)cn3C)CC2)c1 | 0.0% | -7% |
| 6 | COc1cc(OC)c(NC(=O)CSc2nc3ccncc3[nH]2)cc1Cl | 11% | -3% |
| 7 | COc1cc(NC(=O)CCN2CCN(CCO)CC2)cc(OC)c1 | -0.8% | 3% |
| 8 | Cc1ccccc1Nc1ncnc2c1cnn2C | -0.1% | 2% |
| 9 | CCOC(=O)C1CCN(S(=O)(=O)c2ccc3c(c2)NC(=O)C(C)C(=O)N3)CC1 (centres undefined) | -0.9% | -1% |
| 10 | Cc1nc2sccn2c(=O)c1S(=O)(=O)NCc1ccccc1 | 4.0% | 5% |
| 11 | COc1ccc(-c2nc3nc(C)cc(Nc4cccc(C(F)(F)F)c4)n3n2)cc1 | -0.3% | 8% |
| 12 | CCOC(=O)C1CCN(CCC(=O)Nc2ccc(Br)c(C)c2)CC1 | -0.8% | 7% |
| 13 | CCOc1ccc(NC(=O)c2cc(S(=O)(=O)N3CCCCC3)c[nH]2)cc1 | 1.3% | 1% |
| 14 | N#Cc1ccccc1NC(=O)C(=O)NCCc1csc(-c2ccc(F)cc2)n1 | -1.7% | 1% |
| 15 | Cc1ccc(C(=O)c2cn(Cc3ccc(Cl)cc3)c3nc(C)ccc3c2=O)cc1 | 5.5% | -14% |

Entries of single compounds, looked up by structure. Screens in order: Epigenetic reg, L3MBTL1 inh
Entry for COc1cc(OC)c(NC(=O)CSc2nc3ccncc3[nH]2)cc1Cl : 11%, -3%
Entry for COc1ccc(C)cc1NC(=O)c1cc(S(=O)(=O)N2CCOCC2)cn1C : 2.8%, -5%
Entry for O=C(COc1ccc(F)cc1)Nc1nnc(S(=O)(=O)N2CCCC2)s1 : ?, -1%
Entry for Cc1ccccc1Nc1ncnc2c1cnn2C : -0.1%, 2%

7 entries picked at random from those above, as already listed:
| item | Structure | Epigenetic reg | L3MBTL1 inh |
| --- | --- | --- | --- |
| 15 | Cc1ccc(C(=O)c2cn(Cc3ccc(Cl)cc3)c3nc(C)ccc3c2=O)cc1 | 5.5% | -14% |
| 4 | COc1ccc(C)cc1NC(=O)c1cc(S(=O)(=O)N2CCOCC2)cn1C | 2.8% | -5% |
| 7 | COc1cc(NC(=O)CCN2CCN(CCO)CC2)cc(OC)c1 | -0.8% | 3% |
| 11 | COc1ccc(-c2nc3nc(C)cc(Nc4cccc(C(F)(F)F)c4)n3n2)cc1 | -0.3% | 8% |
| 13 | CCOc1ccc(NC(=O)c2cc(S(=O)(=O)N3CCCCC3)c[nH]2)cc1 | 1.3% | 1% |
| 10 | Cc1nc2sccn2c(=O)c1S(=O)(=O)NCc1ccccc1 | 4.0% | 5% |
| 8 | Cc1ccccc1Nc1ncnc2c1cnn2C | -0.1% | 2% |

(list continues)
| item | Structure | Epigenetic reg | L3MBTL1 inh |
| --- | --- | --- | --- |
| 16 | CCC(Oc1ccccc1)C(=O)Nc1nnc(S(=O)(=O)N2CCCC2)s1 (centres undefined) | 0.0% | 1% |
| 17 | Cc1cc(C)n2nc(CNS(=O)(=O)c3ccc(F)cc3)nc2n1 | -0.8% | -4% |
| 18 | Cc1ccc(NS(=O)(=O)c2ccc3c(c2)CC(=O)N3)cc1Cl | 0.6% | 0% |
| 19 | COc1ccc(C2=NS(=O)(=O)N(C)C(C(=O)NC(C)c3ccccc3)=C2)cc1OC (centres undefined) | -2.4% | 13% |
| 20 | COc1ccc(-c2nc(CS(=O)(=O)CC(=O)NCc3ccccc3Br)c(C)o2)cc1 | 0.0% | -2% |
| 21 | CCN1CCSc2ccc(C(=O)NCc3ccccc3Br)cc21 | 0.0% | -9% |
| 22 | COc1ccc(NS(=O)(=O)c2cc3c(cc2C)N(C(C)=O)CCO3)cc1 | 1.4% | -1% |
| 23 | Cn1c(=O)c(=O)n(C)c2cc(S(=O)(=O)N3CCCC3C(=O)Nc3ccc(F)cc3)ccc21 (centres undefined) | -4.2% | 2% |
| 24 | COc1cc(Cl)c(NS(=O)(=O)c2cc3[nH]c(=O)c(=O)[nH]c3cc2C)c(OC)c1 | -1.2% | -4% |
| 25 | COc1ccc(Br)cc1CNC(=O)CCC(=O)N1CCSc2ccccc21 | 0.6% | 6% |
| 26 | Cc1cccc(CCNC(=O)CCS(=O)(=O)c2cc3c(cc2C)NC(=O)CO3)c1 | 1.4% | 0% |
| 27 | COc1ccc(N2CCN(C(=O)c3cc4c(s3)-c3ccccc3OC4)CC2)cc1 | 2.7% | -5% |
| 28 | Cc1cc(C)cc(OCCn2c(C3CC(=O)N(c4ccccc4Cl)C3)nc3ccccc32)c1 (centres undefined) | -1.7% | -6% |
| 29 | Cc1ccc(NC(=O)c2cc(S(=O)(=O)N3CCCCC3)c[nH]2)cc1F | 7.0% | -2% |
| 30 | Cn1c(Nc2ccc(Cl)cc2)cc(=O)n(C)c1=O | -1.0% | -12% |

Arranged by count of non-hydrogen atoms (ascending): some entries from above
| item | Structure | Epigenetic reg | L3MBTL1 inh |
| --- | --- | --- | --- |
| 25 | COc1ccc(Br)cc1CNC(=O)CCC(=O)N1CCSc2ccccc21 | 0.6% | 6% |
| 24 | COc1cc(Cl)c(NS(=O)(=O)c2cc3[nH]c(=O)c(=O)[nH]c3cc2C)c(OC)c1 | -1.2% | -4% |
| 23 | Cn1c(=O)c(=O)n(C)c2cc(S(=O)(=O)N3CCCC3C(=O)Nc3ccc(F)cc3)ccc21 (centres undefined) | -4.2% | 2% |
